PAFAH1B3 FP inh = PAFAH1B3 (human) inhibition; Q15102; recombinant PAFAH1B3, FP-rhodamine probe, fluorescence polarization; inhibition, % at 3.39 µM; 340,000 compounds, 0.28% hits; AID 492972;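 active = inhibition above the screen-wide average of all tested compounds plus 3 SD, cut at about 25% in these data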;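 also: 0% = enzyme with DMSO only and 100% = wells lacking PAFAH1B3 protein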
LYPLA2 counter = LYPLA2 (human) inhibition in PME1 counter-screen; inhibition, % at 5.9 µM; recombinant LYPLA2, FP-Rh probe fluorescence polarization; AID 2177; 320,000 compounds, 0.38% hits; O95372;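 active = inhibition above the screen-wide mean plus 3 SD, limit set per campaign, cut at about 26% in these data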;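 also: 0% = LYPLA2 with DMSO and 100% = wells lacking LYPLA2 enzyme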
PAD4 FP inh = PAD4 (human) enzyme inhibition | Q9UM07 | recombinant PAD4, RCA probe fluorescence polarization | inhibition, % at 6.36 µM | 330,000 compounds, 0.41% hits;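 active = percent inhibition above a cutoff equal to the mean of all tested compounds plus 3 SD, cut at about 15% in these data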;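 also: 0% = PAD4 with RCA probe and DMSO and 100% = probe without PAD4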
Target sequence (Q9UM07 whole entry, looked up): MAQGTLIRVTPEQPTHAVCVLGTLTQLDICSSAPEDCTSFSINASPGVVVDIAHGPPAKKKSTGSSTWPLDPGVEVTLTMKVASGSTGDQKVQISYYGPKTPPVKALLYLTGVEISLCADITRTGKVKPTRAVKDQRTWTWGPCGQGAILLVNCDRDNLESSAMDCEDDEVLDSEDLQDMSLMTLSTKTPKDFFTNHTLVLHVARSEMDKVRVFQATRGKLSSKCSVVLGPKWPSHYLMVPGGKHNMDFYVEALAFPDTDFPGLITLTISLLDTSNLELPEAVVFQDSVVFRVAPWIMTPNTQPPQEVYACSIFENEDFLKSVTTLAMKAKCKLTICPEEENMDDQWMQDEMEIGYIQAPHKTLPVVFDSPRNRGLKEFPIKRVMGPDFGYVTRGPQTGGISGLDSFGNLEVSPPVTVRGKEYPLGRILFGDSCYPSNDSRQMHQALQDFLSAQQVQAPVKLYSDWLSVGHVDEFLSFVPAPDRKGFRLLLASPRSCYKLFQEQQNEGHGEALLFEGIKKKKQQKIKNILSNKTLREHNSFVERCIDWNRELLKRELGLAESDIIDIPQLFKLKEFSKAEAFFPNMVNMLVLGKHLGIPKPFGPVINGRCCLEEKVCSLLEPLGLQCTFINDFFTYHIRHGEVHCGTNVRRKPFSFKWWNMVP
PAFAH2 FP inh = inhibitors of human PAFAH2; recombinant PAFAH2, FP-rhodamine activity probe, fluorescence polarization; Q99487; AID 492956; inhibition, % at 3.39 µM; 340,000 compounds, 0.99% hits;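 active = inhibition above the mean over all tested compounds plus 3 SD, cut at about 30% in these data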;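 also: inhibitors block probe labeling of enzyme so polarization drops; 0% = enzyme with DMSO and 100% = wells lacking PAFAH2 protein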
ZTA DNA inh = blocks Epstein-Barr virus ZTA, an EBNA-1 counter-screen; inhibition, % at 11 µM; P03206; 320,000 compounds, 0.15% hits; ZTA-DNA binding, fluorescence polarization; in the data active = inhibition above about 33%
Target sequence (P03206 whole entry, looked up): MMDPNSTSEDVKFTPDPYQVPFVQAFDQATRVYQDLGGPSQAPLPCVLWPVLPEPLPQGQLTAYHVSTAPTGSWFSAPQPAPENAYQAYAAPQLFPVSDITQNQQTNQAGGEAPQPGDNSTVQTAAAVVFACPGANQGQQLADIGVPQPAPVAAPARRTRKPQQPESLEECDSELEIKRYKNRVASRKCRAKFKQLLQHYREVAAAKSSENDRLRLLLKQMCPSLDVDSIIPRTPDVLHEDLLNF
GSTO1 counter = counter-screen for RBBP9 inhibitors: inhibitors of human GSTO1; P78417; recombinant GSTO1, activity-based probe fluorescence polarization; inhibition, % at 5.96 µM; 300,000 compounds, 1.1% hits;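 active = inhibition above the campaign mean inhibition plus 3 SD, cut at about 35% in these data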;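 also: 0% = GSTO1-1 with DMSO and 100% = wells lacking GSTO1-1 enzyme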
EBNA-1 inh = blocks EBNA-1 binding to DNA. inhibition, % at 14.8 µM. EBNA-1 DNA binding, fluorescence polarization. 300,000 compounds, 0.34% hits; in the data active = inhibition above about 28%
PREPL inh = inhibits the human prolyl oligopeptidase-like enzyme. Q4J6C6. recombinant PREPL, fluorescence polarization activity-based probe. inhibition, % at 5.96 µM. 320,000 compounds, 0.68% hits; in the data active = inhibition above about 43%;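 also: 0% = enzyme with DMSO and 100% = wells lacking enzyme; many of its hits are not listed in these tables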
LYPLA1 inh = LYPLA1 (human) inhibition in PME1 counter-screen; recombinant LYPLA1, FP-Rh probe fluorescence polarization; inhibition, % at 5.9 µM; 320,000 compounds, 0.16% hits; AID 2174;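 active = inhibition above the mean of all tested compounds plus 3 SD, set per campaign, cut at about 14% in these data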;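 also: inhibitors block serine hydrolase probe labeling of LYPLA1 so polarization falls; 0% = enzyme with DMSO and 100% = wells lacking LYPLA1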
* marks the source's active call; other numbers are inactive results; . = no result given. Not all compounds are listed (hit frequency here may not be typical).

Each structure is followed by: PAFAH1B3 FP inh, LYPLA2 counter, PAD4 FP inh, PAFAH2 FP inh, ZTA DNA inh, GSTO1 counter, EBNA-1 inh, PREPL inh, LYPLA1 inh
- Cn1cccc1C(=O)NC(=O)COC(=O)c1ccc(S(C)(=O)=O)cc1
→ 8, ., 0, -1, ., ., ., 9, .
- CCCCOC(=O)c1ccc(OC(=O)c2cccnc2)cc1
→ -2, 2, -3, 2, -1, 5, -2, 4, -3
- O=C1/C(=C/c2ccccc2)CSc2sccc21
→ 3, 11, -6, -6, -21, -2, -3, -16, -1
- COc1ccc2[nH]cc(C(=O)CN3CCCC(C)(C)C3)c2c1
→ 11, 2, 5, -6, 13, 3, 1, 13, 0
- CC(=O)c1ccc(S(=O)(=O)Oc2ccc(-c3ccc(C(=O)O)cc3)cc2)cc1
→ 11, 5, -2, 4, 12, 5, 4, -3, -2
- CCCCCCOC(=O)Nc1ccc(S(=O)(=O)Nc2cccc([N+](=O)[O-])c2)cc1
→ -3, -18, 3, -3, 2, -10, -8, 7, -12
- O=C(C[n+]1cc(Br)cc2ccccc21)c1ccc(Br)cc1
→ 3, -1, -11, -1, -5, 8, 3, 32, -4
- COc1ccc(-c2nc3cccc(C)n3c2NCc2ccco2)cc1OC
→ 3, 4, 2, 3, 4, -3, 0, -5, 1
- Cc1cc(C)cc(N(CC(=O)NCC2CCCO2)C(=O)CCC(=O)Nc2nccs2)c1 (configuration not stated)
→ 9, -1, 1, -10, 15, 2, 6, -4, 0
- COc1ccc(CCNC(=O)c2cc3cccc(OC)c3oc2=O)cc1OC
→ 14, 2, -4, 0, -6, 7, -1, -3, -5
- CNc1c(NS(=O)(=O)c2ccc(OC)cc2)c(=O)oc2ccccc12
→ 5, 2, -5, -11, 6, 2, -2, -5, -1
- CCOC(=O)N1CCN(C(=O)CSCC(=O)Nc2nc(-c3ccc(OC)cc3)cs2)CC1
→ 0, 3, -1, -5, -9, -5, 10, 7, 0
- O=C(Nc1cccnc1)c1cccc(NC(=O)c2ccco2)c1
→ -3, -1, 0, 3, -20, 1, -12, -5, -3
- Cc1ccc(-c2nc(CNC(=O)c3ccco3)cs2)cc1
→ -3, -12, -9, -5, 0, -3, 2, -19, -6
- COc1cc2ncnc(NCc3ccc(F)cc3)c2cc1OC
→ 10, 4, 1, -4, -3, 0, -3, 5, 0
- Cc1cccc(CNC(=O)Cn2ccc3cc(S(=O)(=O)N4CCCC4)ccc32)c1
→ 7, 6, -4, 5, -1, -9, -3, 7, -1
- CC(C)CN(CCOc1cccc(N2C(=O)C3=C(CCCC3)C2=O)c1)CC(C)C
→ 11, -3, 1, 6, 15, 6, -2, -6, 2
- CCOC(=O)C(C(=O)N1CCOCC1)C1CCCCC1 (configuration not stated)
→ 1, 10, -1, 1, -10, 4, 8, 2, 1
- O=C(NC(=S)Nc1ccccc1)c1csnn1
→ -1, -4, 4, -4, -5, -3, -11, 7, -5
- COc1ccccc1N1CCN(C/C=C/c2ccc(N(C)C)cc2)CC1
→ ., 6, -4, ., -2, 6, 5, 27, 2
- N#C/C(=C(/O)CSc1n[nH]c(N)n1)c1nc2ccccc2[nH]1
→ 6, 6, -7, -3, 9, 6, -7, 6, 1
- CCn1ccnc1CNC(=O)C1CCC(=O)N(Cc2cccc(C(F)(F)F)c2)C1 (configuration not stated)
→ 6, -1, -1, 5, -1, 4, -5, -4, -2
- Cc1nc(NC(=O)c2ccccc2[N+](=O)[O-])sc1C(=O)N(C)C
→ 10, 1, 0, -5, 21, 2, 6, -3, -1
- CCCCOc1ccc(-c2ncc(C(=O)O)c(C)n2)cc1
→ 6, -1, -1, 1, -6, 43*, -2, 12, -2
- CC(C)Cc1ccc(/C(=N/O)C(=O)O)s1
→ 7, 0, -7, -3, 4, -6, -10, 13, -1
- CCOC(=O)C1=C(C)NC(=O)NC1C1CC=CCC1 (configuration not stated)
→ 9, 4, -7, -4, -13, -5, 0, -6, 0
- Cc1cccc(NC(=S)N2CCN(S(C)(=O)=O)CC2)c1
→ 1, -2, -1, -1, 3, 0, 6, 3, -4
- Cc1cccc(C)c1-n1c(SCC(=O)Nc2ccc(C(=O)O)cc2)nnc1-c1cccc(S(=O)(=O)N(C)C)c1
→ 6, 5, 4, 2, 3, 0, -10, -4, 2
- CCc1nc(SCC(=O)N2c3ccccc3Sc3ccccc32)c2ccccc2n1
→ -2, -1, 2, -5, 1, -8, 9, -3, 0
- COCCN(Cc1nnc(-c2cccs2)o1)C(=O)c1cccc(S(=O)(=O)N2CCOCC2)c1
→ 2, 0, -1, -6, 9, ., ., 5, 2
- O=C(C[C@@H]1C/C=C\C[C@H](NC(=O)OCC2c3ccccc3-c3ccccc32)C(=O)O[C@H](c2ccccc2)CNC1=O)NCCO
→ 8, ., 3, 0, ., ., ., 21, .
- Cc1ccc(N2C(=O)C(Cl)=C(NCCO)C2=O)c(C)c1
→ 3, -1, 3, -2, 16, 10, -7, -3, -2
- O=C(COC(=O)c1cc(=O)c2ccccc2o1)NC1CCCCC1
→ 8, -1, -3, 4, 9, 5, 12, 2, -3
- O=C(CN1C(=O)C2CC=CCC2C1=O)N1CCN(c2ccc([N+](=O)[O-])cc2)CC1 (configuration not stated)
→ 3, 13, 2, 0, 6, 1, 3, 48*, -3
- O=C(COc1ccc(Cl)cc1Cl)Nc1cccnc1
→ 8, -2, -5, -3, -15, -11, -11, -11, -1
- CN(C(=O)CSc1nnc(Nc2ccccc2)s1)c1c(N)n(Cc2ccccc2)c(=O)[nH]c1=O
→ 5, 0, -4, 3, 5, -4, -9, 12, 0
- Nn1c(SCc2cc([N+](=O)[O-])cc3c2OCOC3)nnc1-c1cccnc1
→ 4, -1, -3, -5, 20, 2, -2, 3, 2
- COc1ccc(/C=N/NS(=O)(=O)c2ccc(F)cc2)cc1COc1cc(F)ccc1[N+](=O)[O-]
→ -8, -8, -2, 5, 5, -8, 10, -15, -6
- O=C(NC(=S)N1CCN(c2ccc([N+](=O)[O-])cc2)CC1)c1ccco1
→ 5, -1, 0, -2, 3, 6, 7, -6, 0
- Nc1nc(CCl)nc(N(c2ccccc2)c2ccccc2)n1
→ ., -6, -1, ., 1, 78*, -5, 0, -3
- Cc1c(-n2cc(C(=O)c3ccccc3O)cc(C#N)c2=O)c(=O)n(-c2ccccc2)n1C
→ -5, 0, 1, -2, 14, 4, 3, -2, -2
- CCc1ccc(NC(=O)Nn2cnnc2)cc1
→ -2, 1, 13, 3, -3, 0, -4, 8, -2
- CCc1ccccc1NC(=O)CSc1nc(-c2ccccc2)nn1C(=O)c1cccc([N+](=O)[O-])c1
→ ., 5, -3, ., -16, 4, -7, 0, -3
- COC(=O)c1ccc(Nc2nc3ccc(C)cc3n3cnnc23)cc1
→ 1, 5, -4, 0, -4, 0, -5, 11, -2
- O=C(COC(=O)c1nsc(Cl)c1Cl)NC1CCCCC1
→ 4, 6, 2, 4, -7, 4, -8, -2, 4
- CNS(=O)(=O)c1cccc(C(=O)OCC(=O)Nc2sc3c(c2C#N)CCCCC3)c1
→ -10, 3, 3, 13, -10, 5, -2, 15, -3
- O=C(CN(Cc1ccccc1Cl)C(=O)CNS(=O)(=O)c1ccccc1)NCC1CCCO1 (configuration not stated)
→ 2, -5, 1, 11, -2, 4, 9, 8, -3
- COc1ccccc1N1CCN(C(=O)COc2cc(C)ccc2C)CC1
→ 9, -1, -4, -1, -17, 4, -7, 5, 2
- O=C(CSc1ncnc2c1nnn2Cc1ccc(F)cc1)NC1CCCCC1
→ 5, -2, -1, 2, 3, -3, -5, -2, -1
- COc1cc(NC(=O)c2nn(C)c3c2CS(=O)(=O)c2ccccc2-3)cc(OC)c1
→ 10, 0, 1, -2, 0, 3, 7, 9, 2
- COc1ccc(Cl)cc1S(=O)(=O)N1CCCC(C(=O)NCc2ccccc2)C1 (configuration not stated)
→ 0, -2, -5, 6, 0, 6, -4, 14, -3
- COc1ccc(N(CCN2C(=O)c3ccccc3C2=O)C(=O)c2cccc([N+](=O)[O-])c2)cc1
→ 0, -2, -1, 5, -15, -2, -13, 17, -1
- Clc1cccc(CN2CCC(Cc3ccccc3)CC2)c1
→ -4, -1, 3, 1, 9, 6, 0, 20, 0
- Cn1c(SCC(=O)c2ccc(F)cc2)nnc1-c1ccccn1
→ 1, -4, 5, 6, 6, -3, 5, -7, -2
- Cc1[nH]c(=O)[nH]c(=O)c1/C=C/C(=O)OCC(C)C
→ -1, -7, 0, -3, -2, -2, 4, 1, -7
- CCOC(=O)CC1CCCCN1Cc1nc(-c2ccc(F)c(OC)c2)oc1C (configuration not stated)
→ 1, 0, 0, 8, -25, -5, 1, -6, 2
- COc1ccc(OCC(=O)OCC(=O)N2C(C)CCCC2C)cc1 (configuration not stated)
→ 8, 3, -4, 2, 6, ., ., 4, 4
- Cc1ccccc1OCC(=O)N/N=C/c1cccc(Oc2ccc([N+](=O)[O-])cc2[N+](=O)[O-])c1
→ -2, 0, 4, -26, 1, 7, 4, 15, -12
- COc1ccc(C(=O)N/N=C(\C)c2ccccn2)cc1OC
→ 5, 8, -2, 5, 8, 3, 2, 1, -2
- CCN(c1c(C)n(C)n(-c2ccccc2)c1=O)S(C)(=O)=O
→ 5, 4, -1, 3, 6, 6, 8, 0, -2

(listing goes on)
Each structure is followed by: PAFAH1B3 FP inh, LYPLA2 counter, PAD4 FP inh, PAFAH2 FP inh, ZTA DNA inh, GSTO1 counter, EBNA-1 inh, PREPL inh, LYPLA1 inh
- CSc1ccccc1NC(=O)Cn1c(-c2cscn2)nc2ccccc21
→ -2, 2, 2, -4, -9, -4, -8, 4, 0
- Nc1c(N(Cc2ccco2)C(=O)c2ccc(Br)cc2)c(=O)[nH]c(=O)n1Cc1ccccc1
→ -1, -3, 2, 10, -12, ., ., 19, -2
- CC(C)CCN1C(=O)CCC1(C)C(=O)NC1CCCCCC1 (configuration not stated)
→ 5, -3, 0, -3, 20, -2, 3, 1, 0
- Cc1c(C2(O)CCCCC2)[nH]c2ccc(C(F)(F)F)cc12
→ 6, ., 2, -4, ., ., ., 11, .
- C[C@H](CO)N1C[C@H](C)[C@@H](CN(C)C(=O)Nc2ccccc2)Oc2c(NC(=O)Cc3ccccc3)cccc2C1=O
→ 5, ., -1, 6, ., ., ., 7, .
- Fc1cccc(Cl)c1CSc1nnc(-c2ccncc2)o1
→ 5, 3, 4, 3, 11, -2, 4, -15, -6
- CC(C)Cc1nnc(NC(=O)CCC(=O)N2CCN(c3ccc(F)cc3)CC2)s1
→ 6, -5, -1, 6, 1, 1, 6, 31, 0
- O=C(/C=C/c1ccccc1[N+](=O)[O-])Oc1ccccc1
→ ., 13, 0, ., 8, 15, -3, 12, -1
- CCOc1cc(C(=O)N(C)CC(=O)Nc2cccc3ccccc23)ccc1OC
→ 0, -8, 0, 0, -2, ., ., 5, -1
- O=C(COC(=O)Cc1ccccc1F)NCCc1ccccc1
→ -5, 1, 1, -4, 10, ., ., -3, -1
